Assay outcomes: PubChem, several laboratories
SR-BI uptake up = activators of SR-BI mediated DiI-HDL uptake, primary screen, ldlA[mSR-BI] CHO cells, DiI fluorescence; activation, % at 12.5 µM; 320,000 compounds, 0.096% hits; AID 504775, 2011; 3 h; 100 = double the neutral-control signal;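 active = mean replicate activation of at least 60% and every replicate at or above 60%; inconclusive = mean or all-replicate condition met, but not both; inactive = mean below 60% and not all replicates reaching 60%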;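 also: 0% = median plate neutral-control signal and 100% = twice that signal; values of inactives mirror those of a sister screen read the other way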
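Assay system: LDL receptor-deficient CHO ldlA cells overexpressing murine SR-BI / Medium: BSA-supplemented, HEPES-buffered Ham's F12, pH 7.4 / Probe or stimulus: DiI-labelled HDL at 10 µg/mL final / Timing: compound with DiI-HDL co-incubation, 3 h at 37 °C / Technique: bottom-read cell fluorescence after medium removal, ex 550/em 595 nm / Measure: HDL uptake via cellular fluorescence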
Tat export inh = E. coli Tat export inhibitors, primary screen, MC4100, TorA-mCherry reporter, fluorescence, single point | inhibition, % at 10 µM | 340,000 compounds, 0.036% hits;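 active = mean replicate inhibition at least 50% and at least half of replicates individually reaching 50%; inconclusive = only one of the two criteria met; inactive = neither criterion met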;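 also: exported cargo escapes ClpAP degradation while cytoplasmic cargo is degraded and loses fluorescence; 0% = median of neutral control wells and 100% = median of NaSCN control wells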
phage Ecoli inh = growth loss of phage-infected E. coli, primary screen, RecBCD inhibitor project, absorbance, with phage, HTS; 360,000 compounds, 0.26% hits; inhibition, % at 11.9 µM; in the data active = inhibition above about 11%
MITF TRPM1 HTS = activators of MITF-driven TRPM1 promoter reporter, primary screen, cell-based, SK-MEL-5, luciferase, single point | SK-MEL-5 TRPM1-promoter luciferase, 24 h; % of positive control, neutral wells = 0 | activation, % at 12.5 µM | 300,000 compounds, 0.75% hits;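 active = mean activation of at least 80% with every replicate also reaching 80%; inconclusive = mean reaches 80% but some replicate falls short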;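 also: 0% = neutral control wells and 100% = parthenolide positive control wells; values of inactives mirror those of a sister screen read the other way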
AddAB inh = growth inhibition of E. coli expressing H. pylori AddAB, primary screen, AddAB inhibitor project, absorbance; inhibition, % at 11.9 µM; 330,000 compounds, 0.29% hits; in the data active = inhibition above about 12%;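 also: 0% = vehicle wells of infected cells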
CAL PDZ FP-1 = untagged CAL PDZ binding inhibitors, primary screen, biochemical, fluorescence polarization, HTS; 300,000 compounds, 0.92% hits; AID 602252, 2012; Golgi-associated PDZ and coiled-coil motif-containing protein (Homo sapiens), Q9HD26; purified CAL PDZ, TMR-peptide fluorescence polarization, 1 h; inhibition, % at 24.9 µM;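 active = mean inhibition of at least 30% with at least half of replicates also reaching 30%; inconclusive = no clear call, values can overlap the other calls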;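 also: 0% = DMSO neutral control and 100% = excess unlabeled competitor peptide PRC23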
SR-BI DiI inh = inhibitors of SR-BI mediated HDL lipid uptake, primary screen, ldlA[mSR-BI] cells, fluorescence, single point | Scavenger receptor class B member 1 (Mus musculus), Q61009 | ldlA[mSR-BI] CHO cells, DiI-HDL uptake fluorescence, 3 h | inhibition, % at 12.5 µM | 320,000 compounds, 0.96% hits | AID 488896, 2010;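 active = mean replicate inhibition of at least 70% and a set share of replicates each scoring 70 or more; inconclusive = meets just one of the two criteria; inactive = fails both criteria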;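 also: 0% = median of neutral control wells and 100% = median of positive control wells; values of inactives mirror those of a sister screen read the other way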
Target sequence (Q61009 whole entry, looked up): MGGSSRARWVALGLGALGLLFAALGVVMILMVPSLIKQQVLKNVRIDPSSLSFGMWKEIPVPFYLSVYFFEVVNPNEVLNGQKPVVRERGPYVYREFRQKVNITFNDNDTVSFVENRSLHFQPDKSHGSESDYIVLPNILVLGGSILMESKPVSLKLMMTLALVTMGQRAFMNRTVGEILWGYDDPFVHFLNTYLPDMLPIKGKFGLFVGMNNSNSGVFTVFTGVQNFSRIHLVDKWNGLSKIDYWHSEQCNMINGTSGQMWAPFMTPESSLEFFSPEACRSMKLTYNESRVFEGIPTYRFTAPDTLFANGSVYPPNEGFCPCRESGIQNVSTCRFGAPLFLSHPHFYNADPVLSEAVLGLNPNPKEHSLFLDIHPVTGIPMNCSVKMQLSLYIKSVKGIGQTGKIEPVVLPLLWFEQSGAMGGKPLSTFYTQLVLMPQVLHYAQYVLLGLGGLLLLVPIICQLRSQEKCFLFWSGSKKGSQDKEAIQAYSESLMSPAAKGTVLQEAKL
Wnt act = Wnt/beta-catenin pathway activators, primary screen, cell-based, plate reader, single point; Wnt/beta-catenin reporter cell assay, activator; activation, % at 9.35 µM; 300,000 compounds, 1.2% hits; AID 743398, 2014; in the data active = activation above about 30%, passing the limit was not always enough; inconclusive = no clear call, values can overlap the other calls;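 also: 0% = neutral control wells and 100% = positive control wells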
CAL PDZ FP-2 = CAL PDZ peptide-binding inhibitors, primary screen, biochemical, fluorescence polarization, Cer-tagged CAL PDZ, HTS; Golgi-associated PDZ and coiled-coil motif-containing protein (Homo sapiens), Q9HD26; purified CAL PDZ, TMR-peptide fluorescence polarization, 1 h; inhibition, % at 20 µM; 330,000 compounds, 0.02% hits; AID 504414, 2011;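 active = highest replicate inhibition of at least 40%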;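 also: plate controls were DMSO neutral control wells for no effect and unlabeled competitor peptide control wells for full effect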
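Read-out basis: mP drop reported as inhibition | Assay system: Tagged CAL PDZ protein CerCALP, purified | Benchmarks: Unlabelled peptide for full inhibition, DMSO wells as neutral | Schedule: 1 h incubation at room temperature before polarization reading | Buffer or medium: Sodium phosphate/NaCl buffer pH 7.4 with TCEP, IgG, Thesit | Doses: Single point, 20 µM | Measured by: Fluorescence polarization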
E coli growth = E. coli V3065 growth inhibition, primary screen, counter-screen for AddAB inhibitor project, absorbance, OD600; 18 h; inhibition, % at 11.9 µM; 330,000 compounds, 0.27% hits; AID 449728, 2010;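 active = inhibition above the campaign's mean inhibition across all tested compounds plus 3 SD, cut at about 9.9% in these data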;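 also: uninfected addAB+ strain grown without phage in ampicillin broth; 0% = DMSO wells and 100% = ciprofloxacin 0.95 µg/ml wells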
An asterisk follows results filed as active; ? = inconclusive; nt = not tested or not shown.

SMILES	SR-BI uptake up	Tat export inh	phage Ecoli inh	MITF TRPM1 HTS	AddAB inh	CAL PDZ FP-1	SR-BI DiI inh	Wnt act	CAL PDZ FP-2	E coli growth
COc1ccc(C(=O)Nc2cccc(OC(=O)c3ccc(C)c(C)c3)c2)cc1	-6	25	0.2	36	2.4	-1	6	16	0.7	2.6
COc1cc(/C=C2\SC(=S)N(Nc3ncc(C(F)(F)F)cc3Cl)C2=O)cc(OC)c1OC	-30	-2	3.2	2	-3.5	0	30	nt	-0.7	-2.0
Cc1cccc(-c2nc(CN3CCCC(C(=O)NC4CCCCC4)C3)c(C)o2)c1 (centres undefined)	-7	-8	2.3	nt	2.0	-4	7	nt	3.8	0.8
O=C(Nc1cccc(NC(=O)c2ccc(Br)o2)c1)c1ccccc1	-4	-3	1.3	6	nt	-3	4	2	-2.5	nt
Cn1c(C(=O)NCCCN2CCN(c3ccccc3F)CC2)cc2c(=O)[nH]c3ccccc3c21	-21	8	4.0	3	-0.7	-5	21	nt	-0.5	-2.2
Cc1cc(OCC(=O)N2CCC(C(N)=O)CC2)c2c(C)cc(=O)oc2c1	26	-1	2.5	11	4.4	0	-26	-1	1.0	3.2
CCC1CN(C(=O)Nc2cccc(C)c2)c2cc(C)ccc2O1 (centres undefined)	-38	6	2.3	-9	1.3	-4	38	0	-1.5	-1.7
COc1ccc(NC(=O)C2C3C=CC4(O3)C2C(=O)N(CCN2CCCCC2)C4C(=O)NC2CCCC(C)C2C)cc1 (centres undefined)	-23	-9	1.2	1	2.2	4	23	-2	-0.1	1.3
Cc1cc(OCC(=O)NC(C)(C)C)ccc1Cl	-14	3	3.6	74	-1.9	-7	14	7	-0.9	-0.2
COc1ccccc1NC(=O)c1c(N=Cc2c(O)ccc3ccccc23)cnn1C	nt	0	2.1	-31	2.0	-3	nt	0	-1.9	-2.2
COc1ccc(CCNC(=O)c2c([S-])n(-c3ccc(C)cc3)c3cccc[n+]23)cc1	-40	5	1.4	22	0.2	0	40	4	0.1	-2.0
O=C(/C=C/c1cccs1)N1CCCCC1	4	29	4.7	51	1.5	4	-4	15	0.2	1.9
CC(=O)N1CCN(c2ccccc2NC(=O)c2cccc3c(Cl)cccc23)CC1	-27	9	1.7	0	nt	-6	27	2	-2.2	nt
CCn1c(=O)c(C(=O)NCCCO)c(O)c2ccccc21	nt	-3	1.0	-3	4.0	-2	nt	nt	-0.2	3.1
CCc1nnc(NC(=S)Nc2ccccc2)s1	-10	-2	-1.7	59	-3.1	0	10	20	-0.1	-3.9
COc1ccc(NC(=O)c2cc(S(=O)(=O)N3CCCC3)c[nH]2)cc1	1	-11	4.7	nt	3.5	-2	-1	-1	-1.0	1.7
CCOc1cc(Br)cc(/C=N/NC(=O)c2cccnc2)c1O	-80	11	2.4	-50	5.9	-7	80*	-2	-3.0	1.8
Cc1nc(CSc2n[nH]c(=O)n2-c2ccccc2)cs1	15	1	4.9	-7	1.3	nt	-15	-1	-1.4	1.5
Cc1cc(OCC(=O)Nc2ccc(S(=O)(=O)N3CCN(C)CC3)cc2)ccc1Cl	-8	9	-0.5	nt	-0.6	0	8	nt	-1.4	-2.7
COc1cccc(/C=N/NC(=O)CNC(=O)c2cccnc2)c1O	6	-4	0.3	12	-2.0	-14	-6	2	-0.8	-2.5
Cc1nc(SCC(=O)NC2CCCC2)[nH]c(=O)c1C	9	2	1.7	-4	2.4	-4	-9	-1	-0.8	-0.1
CCS(=O)(=O)N1CCC(C(=O)N2CCN(c3ccccc3)CC2)CC1	16	-6	0.8	12	0.2	-1	-16	0	0.1	0.0
O=c1c(Cc2c(F)cccc2Cl)c(O)ccn1Cc1ccc(F)cc1	11	-2	2.6	3	3.4	-3	-11	-1	-2.8	-1.5
Cc1[nH][nH]c(=O)c1N=Nc1ccc(F)cc1	5	-3	-0.3	13	-0.3	-3	-5	-1	-0.2	-2.6
CC(=O)Nc1cccc(OCCCNS(=O)(=O)c2ccc(C#N)cc2)c1	7	4	1.3	-6	1.2	-5	-7	-4	-2.3	-3.0
O=C(CNS(=O)(=O)c1ccc2c(c1)OCCCO2)N1CCN(c2ccc(F)cc2)CC1	7	-13	1.5	-12	-1.6	-1	-7	0	0.3	-1.9
CC(C)C(=O)n1nc(-c2cccnc2)nc1NCc1cccs1	4	-18	-3.7	2	-1.6	0	-4	0	0.2	-1.7
COc1ccc([N+](=O)[O-])cc1NC(=O)Nc1ccccc1	-13	2	3.3	4	0.7	-5	13	3	-2.3	0.7
CCc1cccc2c1NC1(CCCC1)CC2C (centres undefined)	6	-15	2.3	-1	-2.7	2	12	-4	-1.1	-0.8
CC(C)(C)C1CCC(=NNC(=O)CN(c2ccccc2)S(C)(=O)=O)CC1 (centres undefined)	-6	-7	2.8	16	1.9	-2	6	-2	-0.9	1.8
CCCN1C(=O)C(O)(C2COC(C)(C)CC2=O)c2ccccc21 (centres undefined)	3	-1	0.7	6	-0.7	3	-3	0	0.1	1.1
Cn1c(=O)c(=O)n(C)c2cc(S(=O)(=O)N3CCCC3C(=O)NCc3cccs3)ccc21 (centres undefined)	6	3	0.3	-8	-1.3	-1	-6	2	-0.1	-0.3
Cc1ccccc1C(=O)Nc1nnc(-c2ccco2)s1	4	-10	5.0	-16	2.3	-1	-4	0	0.5	3.7
O=S(=O)(CC12C3C4C5C1C2C(Br)(C43)C51OCCO1)c1ccccc1 (centres undefined)	55	-6	4.3	19	0.2	-4	-55	-1	-3.3	0.8
CCc1cccc(OCC(=O)Nc2c[nH]c(=O)[nH]c2=O)c1	-6	-1	5.2	1	2.8	1	6	-2	nt	1.4
C[C@H](CO)N1C[C@H](C)[C@@H](CN(C)S(=O)(=O)c2cccs2)Oc2ccc(NS(=O)(=O)c3ccccc3)cc2C1=O	-6	-1	3.6	8	0.9	5	6	-2	0.5	-1.9
O=C(O)CC/C(=N\NC(=O)CNC(=O)c1cccc(Cl)c1)c1ccccc1	-4	-2	1.4	-9	-1.1	0	4	nt	-1.8	-2.1
C/C(=N\OC(=O)c1ccc(Br)cc1)c1ccccn1	26	-10	3.5	-1	4.2	-3	-26	-2	0.1	-0.4
C[C@@H](C(=O)OCn1nnc2ccccc2c1=O)N1C(=O)C2CCCCC2C1=O (some centres undefined)	14	3	4.0	-8	4.8	-5	-14	-1	-2.7	1.1
Cc1cc(Br)ccc1N=C1NC(=O)CS1	-3	-7	-0.2	nt	0.4	-7	3	2	-0.8	-1.5
COc1ccc(CNC(=O)C(NS(=O)(=O)c2cccc3nsnc23)C(C)C)cc1 (centres undefined)	-1	-12	1.6	9	2.4	5	1	3	-0.6	0.9
O=C1CC(c2ccccc2)Oc2ccc(Cl)cc21 (centres undefined)	-6	-3	1.9	5	nt	1	6	0	0.5	nt
COc1ccccc1N1CCN(C(=O)c2c(-c3c(F)cccc3Cl)noc2C)CC1	12	14	1.8	-5	nt	0	-12	3	-0.1	nt
CCOC(=O)Cn1c(=O)oc2cc(S(=O)(=O)Nc3cc(Cl)ccc3OC)ccc21	-1	7	0.5	nt	-0.9	-3	1	-5	-0.3	0.4
CCCn1c(SCC(=O)NCc2ccc(F)cc2)n[nH]c1=O	24	-2	1.1	3	2.8	-3	-24	9	0.4	0.1
COc1cc(/C=C2/C(=O)ON=C2c2ccccc2)ccc1O	15	5	-1.7	-19	2.1	-4	-15	0	-1.5	3.1
NS(=O)(=O)c1ccc(CCNc2nc(C(F)(F)F)nc3ccccc23)cc1	-21	?	-0.1	-21	5.5	-9	21	-9	-1.2	1.6
O=C(CCC(=O)N1CCOc2ccc(Cl)cc21)NCCCN1CCN(Cc2ccccc2)CC1	26	-4	1.6	nt	-5.1	nt	-26	0	-1.0	1.9
c1ccc(CCn2nnc3ccccc32)cc1	nt	-4	1.4	98*	2.3	-4	nt	54*	-0.7	0.6
CCS(=O)(=O)N1CCN(C2CCC(C)CC2)CC1 (centres undefined)	15	2	-1.4	1	0.3	-2	-15	nt	-1.3	0.4

Continuation:
SMILES	SR-BI uptake up	Tat export inh	phage Ecoli inh	MITF TRPM1 HTS	AddAB inh	CAL PDZ FP-1	SR-BI DiI inh	Wnt act	CAL PDZ FP-2	E coli growth
CCCCN(CC)CCCNC(=S)Nc1ccc2nc(N3CCN(CC)CC3)cc(C)c2c1	-8	-1	3.2	12	1.2	-1	8	0	1.0	-1.5
CCC(=O)c1coc2ccc(O)cc12	15	6	-1.0	1	1.2	-3	-15	nt	0.4	0.6
O=C(c1cc(-c2ccncc2)nc2ccccc12)N1CCN(c2ccccc2O)CC1	-17	3	2.6	-4	-0.9	nt	17	-1	-1.0	-1.6
O=C(c1ccc(N2CCOCC2)c([N+](=O)[O-])c1)N1CCCCC1	15	-1	0.9	-9	1.9	-3	-15	1	-1.4	2.6
CC1CCCC(C)N1NC(=S)Nc1ccc(OC(F)F)cc1 (centres undefined)	11	-1	3.0	-11	4.3	-5	-11	nt	-0.9	2.6
CCOc1ccc(S(=O)(=O)N2CCN(C3CC(=O)N(c4cccc(C(C)=O)c4)C3=O)CC2)cc1 (centres undefined)	10	-6	1.9	-15	nt	-2	-10	-17	-0.4	nt
COc1ccc(OC)c(/C=N\NC(=O)CC(=O)NCCc2ccccc2)c1	10	-3	3.3	-7	3.0	-1	-10	2	-2.8	0.9
CN1CCN(S(=O)(=O)c2ccc(NN)nc2)CC1	14	-12	0.7	-2	2.6	-2	-14	57*	-0.9	0.7
COc1ccc(OC)c(NC(=O)c2ccc(Cl)cc2)c1	-67	15	2.2	-17	1.7	-8	67	-2	nt	-0.7
Cc1onc(-c2ccccc2)c1CNS(=O)(=O)c1ccc(F)cc1F	-24	0	-0.3	-6	-0.8	nt	24	-1	-0.1	-0.7
COc1cc2c(cc1OC)C(C(=O)NCc1ccco1)C(c1cccs1)N(C)C2=O (centres undefined)	18	-5	1.0	nt	-0.7	-1	-18	-6	0.1	-0.1
